# STK33 kinase inh = human STK33 kinase inhibition | Q9BYT3 | purified STK33, MBP phosphorylation, ADP-Glo luminescence | inhibition, % at 10 µM | 0.073% of 320,000 active | AID 2661;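 active means inhibition at or above 25%, using the most active replicate where run in duplicate; inactive means inhibition below 25%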
# Target sequence (Q9BYT3 whole entry, looked up): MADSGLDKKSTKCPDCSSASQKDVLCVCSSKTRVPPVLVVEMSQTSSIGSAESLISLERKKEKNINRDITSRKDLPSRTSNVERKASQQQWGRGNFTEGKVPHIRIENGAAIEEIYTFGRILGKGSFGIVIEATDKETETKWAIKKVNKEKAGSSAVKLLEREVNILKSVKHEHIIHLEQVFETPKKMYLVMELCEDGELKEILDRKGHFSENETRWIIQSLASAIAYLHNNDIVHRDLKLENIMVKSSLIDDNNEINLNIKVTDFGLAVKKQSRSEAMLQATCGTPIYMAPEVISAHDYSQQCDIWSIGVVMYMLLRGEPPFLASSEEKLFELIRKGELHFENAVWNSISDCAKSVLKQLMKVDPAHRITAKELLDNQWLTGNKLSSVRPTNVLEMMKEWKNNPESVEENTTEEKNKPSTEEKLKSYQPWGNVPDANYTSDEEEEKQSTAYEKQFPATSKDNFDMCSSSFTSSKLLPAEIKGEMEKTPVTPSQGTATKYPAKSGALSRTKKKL
# OX1R antag-1 = antagonists of human orexin 1 receptor (OX1R). AID 485270. O43613. 1.8% of 330,000 active. OX1R-expressing cells, FRET antagonist read-out. inhibition, % at 6.6 µM; in the data active means inhibition mostly above about 38%, no sharp cut-off; inactive means mostly below about 40%;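 further: 0% = agonist challenge alone and 100% = reference antagonist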
# Target sequence (O43613 whole entry, looked up): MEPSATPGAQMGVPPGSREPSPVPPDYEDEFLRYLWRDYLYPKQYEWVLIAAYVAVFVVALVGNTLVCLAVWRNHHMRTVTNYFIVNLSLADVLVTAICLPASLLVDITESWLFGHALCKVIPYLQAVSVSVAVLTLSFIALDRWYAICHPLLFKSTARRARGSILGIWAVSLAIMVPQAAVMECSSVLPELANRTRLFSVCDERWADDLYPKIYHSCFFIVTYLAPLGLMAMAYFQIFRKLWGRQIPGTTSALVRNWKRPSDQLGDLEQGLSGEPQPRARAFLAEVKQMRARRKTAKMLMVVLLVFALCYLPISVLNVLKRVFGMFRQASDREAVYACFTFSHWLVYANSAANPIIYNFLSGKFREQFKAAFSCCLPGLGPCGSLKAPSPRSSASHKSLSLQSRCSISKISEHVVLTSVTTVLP
# OX1R antag-2 = human HCRTR1 antagonism; CHO/OX1R cells, Fluo-8 calcium fluorescence, orexin A; AID 434989; 0.43% of 330,000 active; inhibition, % at 5 µM; O43613;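 active means inhibition above its plate's threshold, mean inhibition of all tested compounds on the plate plus 3 SD, cut at about 37% in these data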;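 further: 0% = orexin A challenge wells and 100% = SB-334867-A antagonist wells; not every result past the cut was called active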
# Starred values were filed as active, the others as inactive; x = not tested or not shown.
1) CN(C)CCNC(=O)CCn1nc(-c2ccc(Cl)cc2)ccc1=O
2) COc1ccc(-c2oc3ncn(CCN4CCOCC4)c(=N)c3c2-c2ccc(OC)cc2)cc1
3) Cc1ccccc1C1NC(c2ccccc2C)C([N+](=O)[O-])C(C)(C)C1[N+](=O)[O-] (configuration not stated)
4) CCN(CC)CCNC(=O)c1ccc(NC(=O)c2ccc(S(=O)(=O)N3CCCCCC3)cc2)cc1
5) C=CCOC(=O)c1[nH]c2c(c1C)C(=O)CC(c1ccco1)C2 (configuration not stated)
6) CN(C(=O)c1sc2nc(N3CCOCC3)c3c(c2c1N)CCCC3)c1ccccc1
7) O=C(COc1ccccc1)Nc1ccccc1N1CCN(c2ccccc2)CC1
8) Cc1cccc(C(=O)NC(=S)Nc2c(C)n(C)n(-c3ccccc3)c2=O)c1
9) O=C(Nc1ccon1)c1cccc(C(F)(F)F)c1
10) O=C(CSc1ncnc2sc3c(c12)CCCC3)NC1CCS(=O)(=O)C1 (configuration not stated)
assay / entry	1	2	3	4	5	6	7	8	9	10
OX1R antag-2	-2	-16	-17	-18	-11	-28	-32	-16	-3	-16
STK33 kinase inh	1.4	-0.2	-2.6	-2.0	3.5	-0.9	0.9	1.2	-0.5	-0.7
OX1R antag-1	4	38*	10	-2	15	38	12	0	8	4

11) Cc1nn(C)c(C)c1CN(C)C(=O)c1cc2nc(-c3ccco3)cc(C(F)(F)F)n2n1
12) COc1ccc(-c2cc(N)n(S(=O)(=O)c3c(F)c(F)c(F)c(F)c3F)n2)cc1OC
13) COc1ccc(CNC(=O)C(CCSC)NS(=O)(=O)c2ccccc2F)cc1 (configuration not stated)
14) CN(CC(=O)NCc1ccco1)C(=O)C1CC(=O)N(c2ccc3c(c2)OCCO3)C1 (configuration not stated)
15) COc1ccc(/C=C/c2c(-c3ccccc3OC)sc3ccccc23)cc1OC
16) CCC(C(=O)Nc1ccc(S(=O)(=O)N(C)C2CCN(C)CC2)cc1)c1ccccc1 (configuration not stated)
17) O=C(Nc1cc(F)cc(F)c1)c1ccc(NCCCN2CCCCCC2)c([N+](=O)[O-])c1
18) O=C(NNC1CC(=O)N(c2ccc(Br)cc2)C1=O)c1cccnc1 (configuration not stated)
19) COc1ccccc1/C=C/C=N/n1c(-c2ccc(Cl)cc2)n[nH]c1=S
20) Cc1csc(SC(C)C(=O)NCC2CCCO2)n1 (configuration not stated)
assay / entry	11	12	13	14	15	16	17	18	19	20
OX1R antag-2	-23	24	-25	-8	-40	-27	-17	-6	-20	-22
STK33 kinase inh	0.9	-0.5	0.6	0.4	-4.2	0.1	-0.5	0.0	-1.8	-0.6
OX1R antag-1	27	19	6	9	-3	8	86*	2	26	13

21) COc1ccccc1NC(=S)N1CCOCC1
22) CCOC(=O)c1ccc2c(c1)nc(COc1ccc3ccccc3c1)n2CC
23) COc1cc(C)c(Cl)cc1S(=O)(=O)NCCCN1CCOCC1
24) CCOP(=O)(OCC)c1nc(-c2cccc3ccccc23)oc1NCc1ccc(OC)cc1
25) COc1cccc(COC(=O)C2CC(=O)N(Cc3ccco3)C2)c1OC (configuration not stated)
26) COc1cccc(CNC(=O)CSc2nc3ccc(C)cc3[nH]2)c1
27) CCOc1ccccc1N(C)S(=O)(=O)c1ccc2c(c1)CC(C)N2C(=O)C1CC1 (configuration not stated)
28) CC(=O)NCCc1ccc(S(=O)(=O)Nc2cccnc2)cc1
29) CC(C)Oc1cccc(C(=O)C2CCCN(Cc3cccn3-c3ccccn3)C2)c1 (configuration not stated)
30) O=C(CCCn1c(=O)oc2ccccc21)N1CCN(c2ccc(F)cc2)CC1
assay / entry	21	22	23	24	25	26	27	28	29	30
OX1R antag-2	6	-35	-17	-41	-13	-8	-42	-16	-42	-24
STK33 kinase inh	-2.6	-0.8	0.5	-0.2	-1.1	0.1	0.7	1.7	-1.3	-2.6
OX1R antag-1	3	12	-28	1	10	42*	17	-4	6	16

31) CCOC(=O)C(C)n1cnc2c1c(=O)[nH]c(=O)n2C (configuration not stated)
32) Cc1cccc(-c2nc(CS(=O)CC(=O)NC3CCCCC3)c(C)o2)c1 (configuration not stated)
33) O=C(Nc1cccc(C(=O)O)c1)/C(=C/c1ccc2c(c1)OCO2)NC(=O)c1cccc(Br)c1
34) O=S(=O)(c1ccc(F)cc1)n1ccc2cccnc21
35) Cc1[nH]c(C)c(S(=O)(=O)N2CCN(c3ccccc3F)CC2)c1C(=O)N1CCCC1
36) Cc1nc(-c2ccc(F)cc2)c(CC(=O)N(C)CC(=O)Nc2ccccc2Cl)s1
37) CCCC(=O)Nc1ccc(S(=O)(=O)N2CCCC2)cc1
38) O=C(O)CN1C(=O)NC2NC(=O)NC21 (configuration not stated)
39) O=C(NC1=NCCS1)c1ccc([N+](=O)[O-])cc1Cl
40) Cc1ccc(NS(=O)(=O)c2ccc3c(c2)NC(=O)CCS3)c(Cl)c1
assay / entry	31	32	33	34	35	36	37	38	39	40
OX1R antag-2	-2	-5	-8	-29	-4	-27	-4	-6	-2	-26
STK33 kinase inh	-1.3	-0.5	-2.1	-0.1	-2.0	-0.3	0.1	-0.1	2.6	-0.6
OX1R antag-1	12	20	19	20	9	18	1	1	49*	-9

41) O=C(Nn1c(-c2ccc(Cl)cc2)nc2ccccc2c1=O)c1cccnc1Cl
42) O=C(NCc1ccc(F)cc1)c1cc2c(s1)CS(=O)(=O)C2
43) Cc1ccc(N(CC(=O)N/N=C/c2cc(C)n(-c3ccccc3C)c2C)S(C)(=O)=O)cc1
44) Cc1ccc(-n2cc(CN(C)CCc3cn[nH]c3)c(-c3cccc(C)c3)n2)cc1
45) Cc1nc(C)c(-c2nnc(-c3ccc(C(C)(C)C)cc3)o2)cc1C(=O)NN
46) Cc1cc(C)cc(OCC(=O)OC(C)C(=O)Nc2c(C)n(C)n(-c3ccccc3)c2=O)c1 (configuration not stated)
47) CC1CCN(C(=O)c2ccc(-c3ccccc3Cl)o2)CC1
48) Cc1noc(C)c1Cc1c(Cl)cccc1Cl
49) O=C(Cc1csc(Nc2nc(=S)[nH]c3ccccc23)n1)NCCCN1CCN(c2cccc(Cl)c2)CC1
50) CN(C(=O)COC(=O)C1CCN(S(=O)(=O)c2cccs2)CC1)C1CCS(=O)(=O)C1 (configuration not stated)
assay / entry	41	42	43	44	45	46	47	48	49	50
OX1R antag-2	-17	-21	-20	-18	-7	-17	-17	-9	-7	-12
STK33 kinase inh	-1.0	-2.6	0.5	-0.6	0.6	-2.1	1.7	-1.9	-0.5	0.6
OX1R antag-1	5	8	13	7	5	14	22	9	55	6

51) CC(C)N(C(=O)CN1C(=O)C(=O)c2ccccc21)c1ccccc1
52) CN(C)c1ccc(/C=C2\SC(=S)N(Nc3ncc(C(F)(F)F)cc3Cl)C2=O)cc1
53) O=C(Nc1ccc2c(c1)OCCO2)c1ccc(Cl)cc1
54) O=C(CCC1CCCC1)NCCCN1CCOCC1
55) COc1ccc2nc(SCC(=O)Nc3ccc4c(c3)CCC4)[nH]c2c1
56) CCO[C@H]1OC(C(N)=O)=C[C@@H](C(C)(C)C)[C@@H]1CCCO
57) Cc1cccc(NC(=S)NCc2ccc3c(c2)OCO3)c1
58) COc1ccc(NC(=O)c2cc(F)cc(F)c2)cc1Cl
59) O=C(COc1cccc(Cl)c1)NCc1ccccc1
60) OC1(c2cccc(F)c2)CCN(Cc2ccncc2)CC1
assay / entry	51	52	53	54	55	56	57	58	59	60
OX1R antag-2	-15	100*	-9	-9	-24	-7	2	-20	-2	-27
STK33 kinase inh	0.8	-2.4	0.5	-0.4	-1.0	-0.6	-0.5	-1.7	-0.7	0.7
OX1R antag-1	-2	8	28	10	18	0	23	18	37	25

61) COc1ccccc1N1CCN(C(=O)C(=O)N/N=C/c2ccccc2F)CC1
62) C=CCNC(=S)Nc1ccc(F)cc1F
63) CCS(=O)(=O)N1CCN(C(=O)c2cccc3ccccc23)CC1
64) CCOC(=O)c1cc2c(C(F)(F)F)cc(-c3ccccc3)nc2o1
65) COc1ccc(OCC(=O)N2CCCC(CO)(CCOc3ccccc3)C2)cc1 (configuration not stated)
66) CS(=O)(=O)N(CCc1ccccc1)CC(=O)NCc1ccc2c(c1)OCO2
67) O=C(CSc1nnc(-c2cccs2)n1-c1ccccc1)N1CCOCC1
68) O=C1/C(=C/c2coc3ccc(O)cc3c2=O)SC(=S)N1c1ccccc1
69) Nn1c(SCC(=O)Nc2ccc(N3CCOCC3)cc2)nnc1-c1cccc(F)c1
70) O=C(Nc1cc(Oc2ccc(Cl)cc2)cc([N+](=O)[O-])c1)c1ccco1
assay / entry	61	62	63	64	65	66	67	68	69	70
OX1R antag-2	-29	-8	-8	-14	-19	-22	-16	-4	2	-3
STK33 kinase inh	-1.1	0.4	x	1.2	0.6	-3.9	-1.9	-0.7	-1.2	4.5
OX1R antag-1	4	10	12	4	3	16	16	2	-1	35

# Full records, looked up by structure:
# COc1ccccc1N1CCN(C(=O)C(=O)N/N=C/c2ccccc2F)CC1 as listed: OX1R antag-2 = -29; STK33 kinase inh = -1.1; OX1R antag-1 = 4
# O=C(CSc1nnc(-c2cccs2)n1-c1ccccc1)N1CCOCC1 as listed: OX1R antag-2 = -16; STK33 kinase inh = -1.9; OX1R antag-1 = 16

# Further records follow:
71) Cc1noc(C)c1NC(=O)N(C)C[C@H]1Oc2c(NC(=O)NC(C)C)cccc2C(=O)N([C@H](C)CO)C[C@@H]1C
72) O=C(O)c1ccc(Nc2nc(-c3cccnc3)cs2)cc1
73) CCc1nnc(SCCSc2nnc(CC)n2N)n1N
74) Cc1ccc(S(=O)(=O)/C(C#N)=C/c2c[nH]c3ccccc23)cc1
75) COc1ccc(C2=NO[C@@](CC(=O)O)(C(=O)Nc3ccc4c(c3)OCCO4)C2)cc1
76) COc1cccc(CN2CCNC(=O)C2CC(=O)N(C)Cc2cnccn2)c1OC (configuration not stated)
77) CCCCNC(=O)c1cn(-c2ccc(OCC)cc2)c(=O)c2cc(OC)c(OC)cc12
78) COC(=O)CN(c1ccc2c(c1)OCO2)S(C)(=O)=O
79) Cc1sc2ncn(-n3c(C)ccc3C)c(=O)c2c1C
80) C=CCN(CC=C)S(=O)(=O)c1ccc(C(=O)Nc2nc3c(s2)CCc2ccccc2-3)cc1
assay / entry	71	72	73	74	75	76	77	78	79	80
OX1R antag-2	4	-13	6	-10	-16	-16	-35	-8	-43	-14
STK33 kinase inh	0.0	-1.2	-1.6	-1.3	-1.3	-0.2	-0.5	-1.0	1.0	0.5
OX1R antag-1	5	17	9	6	16	13	25	9	16	-3

# 13 structures from above, arranged by count of non-hydrogen atoms, descending:
71) Cc1noc(C)c1NC(=O)N(C)C[C@H]1Oc2c(NC(=O)NC(C)C)cccc2C(=O)N([C@H](C)CO)C[C@@H]1C
80) C=CCN(CC=C)S(=O)(=O)c1ccc(C(=O)Nc2nc3c(s2)CCc2ccccc2-3)cc1
77) CCCCNC(=O)c1cn(-c2ccc(OCC)cc2)c(=O)c2cc(OC)c(OC)cc12
75) COc1ccc(C2=NO[C@@](CC(=O)O)(C(=O)Nc3ccc4c(c3)OCCO4)C2)cc1
65) COc1ccc(OCC(=O)N2CCCC(CO)(CCOc3ccccc3)C2)cc1 (configuration not stated)
66) CS(=O)(=O)N(CCc1ccccc1)CC(=O)NCc1ccc2c(c1)OCO2
68) O=C1/C(=C/c2coc3ccc(O)cc3c2=O)SC(=S)N1c1ccccc1
70) O=C(Nc1cc(Oc2ccc(Cl)cc2)cc([N+](=O)[O-])c1)c1ccco1
64) CCOC(=O)c1cc2c(C(F)(F)F)cc(-c3ccccc3)nc2o1
63) CCS(=O)(=O)N1CCN(C(=O)c2cccc3ccccc23)CC1
72) O=C(O)c1ccc(Nc2nc(-c3cccnc3)cs2)cc1
73) CCc1nnc(SCCSc2nnc(CC)n2N)n1N
assay / entry	71	80	77	75	65	66	68	70	64	63	72	73
OX1R antag-2	4	-14	-35	-16	-19	-22	-4	-3	-14	-8	-13	6
STK33 kinase inh	0.0	0.5	-0.5	-1.3	0.6	-3.9	-0.7	4.5	1.2	x	-1.2	-1.6
OX1R antag-1	5	-3	25	16	3	16	2	35	4	12	17	9

79) Cc1sc2ncn(-n3c(C)ccc3C)c(=O)c2c1C
assay / entry	79
OX1R antag-2	-43
STK33 kinase inh	1.0
OX1R antag-1	16

# Remaining list, next part
81) Cc1cccc(OC2CCN(Cc3nc(CC4CC4)no3)CC2)c1
82) CCN(Cc1ccncc1)C(=O)CCc1ccccc1
83) OCc1nc2ccccc2n1CCOc1ccccc1
84) Cc1ccc(Cl)cc1NC(=S)N1CCC(c2ccccc2)C1 (configuration not stated)
85) O=C(c1ccc(Cl)c(F)c1F)N1CCCC1
86) Cc1ccc(S(=O)(=O)N2CCCCC2)cc1NC(=O)CSc1nnc(C2CC2)n1C
87) Nc1nc(COC(=O)C2CCN(C(=O)c3ccc(Cl)cc3)CC2)nc(Nc2ccccc2)n1
assay / entry	81	82	83	84	85	86	87
OX1R antag-2	-15	-6	-7	-18	-6	-23	-41
STK33 kinase inh	-1.2	0.6	-1.0	-0.4	0.0	-1.9	-0.9
OX1R antag-1	14	3	41	24	6	1	-5
